FXIa inh = blocks human coagulation factor XIa activity; P03951; purified human FXIa, fluorogenic AMC substrate cleavage; 33,000 compounds, 0.3% hits; AID 687; inhibition, % at 10 µM;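 active = inhibition above 40% in the primary screen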;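 note: 0% = enzyme without compound and 100% = blank wells lacking enzyme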
FXIIa single = inhibitors of human coagulation factor XIIa | P00748 | purified human FXIIa, AMC substrate fluorescence, 2 h | inhibition, % at 10 µM | 33,000 compounds, 0.2% hits | AID 701; in the data active = inhibition above about 30%;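 note: 0% = enzyme with vehicle only and 100% = no enzyme blank; many of its hits are not listed in these tables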
Target sequence (P00748 20-372 limits assumed): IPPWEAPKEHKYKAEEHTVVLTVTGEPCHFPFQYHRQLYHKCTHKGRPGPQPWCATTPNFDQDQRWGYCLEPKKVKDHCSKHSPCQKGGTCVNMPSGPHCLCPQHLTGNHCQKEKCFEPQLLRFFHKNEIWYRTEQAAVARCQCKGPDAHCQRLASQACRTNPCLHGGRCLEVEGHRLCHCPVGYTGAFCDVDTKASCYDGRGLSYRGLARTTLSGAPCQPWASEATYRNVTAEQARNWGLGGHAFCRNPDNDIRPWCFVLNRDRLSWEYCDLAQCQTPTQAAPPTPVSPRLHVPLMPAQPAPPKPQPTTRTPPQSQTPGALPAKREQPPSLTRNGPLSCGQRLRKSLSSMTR
Target sequence (P00748 373-615 limits assumed): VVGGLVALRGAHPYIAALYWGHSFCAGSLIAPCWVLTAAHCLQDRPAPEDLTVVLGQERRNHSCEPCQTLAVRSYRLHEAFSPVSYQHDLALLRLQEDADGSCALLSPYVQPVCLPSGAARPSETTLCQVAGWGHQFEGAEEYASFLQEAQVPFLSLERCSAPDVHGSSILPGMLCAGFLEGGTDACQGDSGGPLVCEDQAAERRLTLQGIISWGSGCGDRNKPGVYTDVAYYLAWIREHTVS
Numbers without * were called inactive. These rows are one share of the data (hit frequency here may not be typical).

SMILES	FXIa inh	FXIIa single
COc1cccc(-c2cc(C(=O)Nc3cc(C)nn3-c3ccccc3)no2)c1	1.2	9.9
Cc1sc2nc(SCC(=O)C(C)(C)C)n(Cc3ccco3)c(=O)c2c1C	6.3	4.7
COc1cccc(/C(O)=C2/C(=O)C(=O)N(CCN3CCOCC3)C2c2cccs2)c1 (stereo not given)	3.1	3.7
O=C(O)CCC(=O)N1N=C(c2cccs2)CC1c1cn(-c2ccccc2)nc1-c1ccccc1 (stereo not given)	3.7	2.1
COC(=O)c1ccccc1NC(=O)c1cccs1	1.4	8.2
COc1cc(-c2nc(S(=O)(=O)c3ccccc3)c(N3CCOCC3)o2)cc(OC)c1OC	5.7	10.6
CN(C)S(=O)(=O)c1ccc(C(=O)Nc2nnc(-c3ccc4c(c3)CCCC4)o2)cc1	13.7	5.1
NC(=O)C(c1ccccc1)C1CCCCC1 (stereo not given)	-14.2	4.9
Nc1nnc(SCC(=O)NC2CCCCC2)s1	4.9	5.9
COc1ccccc1CNc1cc(C)ccc1C	16.9	-7.5
COc1ccc(NC(=O)C2CC(=O)OC2(C)C)cc1 (stereo not given)	-1.2	23.0
CC(C)(C)C(=O)COC(=O)CNC(=O)c1ccc(Oc2ccccc2)cc1	11.5	6.3
COc1ccc2occ(NC(C)=O)c2c1	4.9	-2.1
CC(CC(=O)O)CC(=O)Nc1ccc(S(N)(=O)=O)cc1 (stereo not given)	-12.3	8.6
O=C(CN1C(=O)C2C3C=CC(C3)C2C1=O)NCc1ccccc1 (stereo not given)	5.9	3.2
CC(=O)NCCc1ccc(S(=O)(=O)N(C)C2CCS(=O)(=O)C2)cc1 (stereo not given)	-0.6	8.5
CCc1ccccc1-n1c(SCC(=O)Nc2ccc3c(c2)OCCO3)nc2[nH]ncc2c1=O	0.2	1.4
CNS(=O)(=O)c1cc(C(=O)NCc2ccco2)ccc1Cl	13.5	-5.1
CCOCCn1c(CN2CCN(c3ccc(F)cc3)CC2)nc2c1c(=O)n(C)c(=O)n2C	-3.1	3.0
OCCn1c(SCCOc2ccccc2F)nc2ccccc21	3.3	-1.7
CCN(CC)S(=O)(=O)c1ccc(NC2=NS(=O)(=O)c3ccccc32)cc1	-9.6	-1.4
CC1CCN(CC(=O)Nc2ccccc2-c2ccccc2)CC1	1.3	6.7
O=S1(=O)CCC(SCc2nc3sccn3c2Br)C1 (stereo not given)	9.3	-12.9
CCOc1ccc(NC(=O)N[C@@H](CCSC)C(=O)OC)cc1	-10.1	2.2
O=C(CSc1ncc(-c2ccccc2)[nH]1)Nc1ccccc1	-5.6	10.2
Cc1cc(C)nc(SCc2nc(N)nc(-c3ccccc3O)n2)n1	6.5	-0.9
COC(=O)c1ccc2c(=O)n(NC(C)=O)c(=S)[nH]c2c1	-1.9	-3.1
Cn1cccc1/C=N/NC(=O)c1cccnc1	2.1	2.7
CCN(CC)C(=O)c1ccc(S(=O)(=O)NCc2cccnc2)cc1	-3.9	1.5
COC(=O)c1ccc(C(=O)OC)c(NC2=NS(=O)(=O)c3ccccc32)c1	0.2	-0.1
COc1nn(CC(=O)N2N=C(C(F)F)CC2(O)C(F)F)cc1[N+](=O)[O-] (stereo not given)	2.4	-15.2
CN1CCN2c3ccccc3Cc3ccccc3C2C1 (stereo not given)	-2.6	5.0
FC(F)(F)c1cc(-c2ccccc2)nc(NC2CCCC2)n1	-8.2	3.0
COc1ccc(N2CC(O)=C(c3n(C)c4ccccc4[n+]3C)C2=N)cc1	1.2	-0.2
Brc1ccc(-c2nnc3sc(CN4CCC5(CC4)OCCO5)cn23)cc1	0.4	2.3
NCCOc1ccccc1-c1ccccc1	-3.9	1.0
Cc1ccc(CNCC2CCCO2)o1 (stereo not given)	6.6	7.4
Nc1c(C(=O)NCc2ccco2)c2nc3ccccc3nc2n1CCc1ccc(F)cc1	-2.1	-8.0
COc1ccc(C2CC(=O)c3cnc(Nc4cc(C)cc(C)c4)nc3C2)cc1 (stereo not given)	-12.2	-3.4
CCCCS(=O)(=O)NC1=NCN(C2CCN(Cc3ccccc3)CC2)CN1	2.1	6.5
COc1cccc(NC(=O)c2cc(C(=O)Nc3cccc(OC)c3)n(C)n2)c1	-2.8	-12.1
C=CCOc1ccc(/C(O)=C2/C(=O)C(=O)N(CCCN3CCOCC3)C2c2ccccc2)cc1 (stereo not given)	-3.5	-11.7
CCCCC(=O)Nc1sc(C(=O)N(CC)CC)c(C)c1C(=O)OC	-4.2	2.7
CCN(CC)C(=S)Sc1c(-c2ccccc2)c2cc(Cl)ccc2[nH]c1=O	-5.1	12.6
Cc1nn(Cc2ccc([N+](=O)[O-])cc2)c(=O)n1N(C)c1ncc(C(F)(F)F)cc1Cl	0.5	-1.2
Cn1c(COc2ccc3ccccc3c2)nnc1SCC(=O)O	-1.6	-15.9
CCN(CC)CCOC(=O)C1(C2CCCCC2)CCCCC1	1.9	7.5
C=CCn1c(SCC(=O)/C(C#N)=C(\C)N)nc2sc(C)c(C)c2c1=O	-6.7	4.6

Some of the entries so far, with values under each structure.
Fields – FXIa inh, FXIIa single
CNS(=O)(=O)c1cc(C(=O)NCc2ccco2)ccc1Cl
  13.5, -5.1
CCOCCn1c(CN2CCN(c3ccc(F)cc3)CC2)nc2c1c(=O)n(C)c(=O)n2C
  -3.1, 3.0
OCCn1c(SCCOc2ccccc2F)nc2ccccc21
  3.3, -1.7
CCN(CC)S(=O)(=O)c1ccc(NC2=NS(=O)(=O)c3ccccc32)cc1
  -9.6, -1.4
CC1CCN(CC(=O)Nc2ccccc2-c2ccccc2)CC1
  1.3, 6.7
O=S1(=O)CCC(SCc2nc3sccn3c2Br)C1 (stereo not given)
  9.3, -12.9
CCOc1ccc(NC(=O)N[C@@H](CCSC)C(=O)OC)cc1
  -10.1, 2.2
O=C(CSc1ncc(-c2ccccc2)[nH]1)Nc1ccccc1
  -5.6, 10.2
Cc1cc(C)nc(SCc2nc(N)nc(-c3ccccc3O)n2)n1
  6.5, -0.9
COC(=O)c1ccc2c(=O)n(NC(C)=O)c(=S)[nH]c2c1
  -1.9, -3.1
Cn1cccc1/C=N/NC(=O)c1cccnc1
  2.1, 2.7
CCN(CC)C(=O)c1ccc(S(=O)(=O)NCc2cccnc2)cc1
  -3.9, 1.5
COC(=O)c1ccc(C(=O)OC)c(NC2=NS(=O)(=O)c3ccccc32)c1
  0.2, -0.1
COc1nn(CC(=O)N2N=C(C(F)F)CC2(O)C(F)F)cc1[N+](=O)[O-] (stereo not given)
  2.4, -15.2
CN1CCN2c3ccccc3Cc3ccccc3C2C1 (stereo not given)
  -2.6, 5.0
FC(F)(F)c1cc(-c2ccccc2)nc(NC2CCCC2)n1
  -8.2, 3.0
COc1ccc(N2CC(O)=C(c3n(C)c4ccccc4[n+]3C)C2=N)cc1
  1.2, -0.2
Brc1ccc(-c2nnc3sc(CN4CCC5(CC4)OCCO5)cn23)cc1
  0.4, 2.3
NCCOc1ccccc1-c1ccccc1
  -3.9, 1.0
Cc1ccc(CNCC2CCCO2)o1 (stereo not given)
  6.6, 7.4
Nc1c(C(=O)NCc2ccco2)c2nc3ccccc3nc2n1CCc1ccc(F)cc1
  -2.1, -8.0
COc1ccc(C2CC(=O)c3cnc(Nc4cc(C)cc(C)c4)nc3C2)cc1 (stereo not given)
  -12.2, -3.4
CCCCS(=O)(=O)NC1=NCN(C2CCN(Cc3ccccc3)CC2)CN1
  2.1, 6.5
COc1cccc(NC(=O)c2cc(C(=O)Nc3cccc(OC)c3)n(C)n2)c1
  -2.8, -12.1
C=CCOc1ccc(/C(O)=C2/C(=O)C(=O)N(CCCN3CCOCC3)C2c2ccccc2)cc1 (stereo not given)
  -3.5, -11.7
CCCCC(=O)Nc1sc(C(=O)N(CC)CC)c(C)c1C(=O)OC
  -4.2, 2.7
CCN(CC)C(=S)Sc1c(-c2ccccc2)c2cc(Cl)ccc2[nH]c1=O
  -5.1, 12.6
Cc1nn(Cc2ccc([N+](=O)[O-])cc2)c(=O)n1N(C)c1ncc(C(F)(F)F)cc1Cl
  0.5, -1.2
Cn1c(COc2ccc3ccccc3c2)nnc1SCC(=O)O
  -1.6, -15.9
CCN(CC)CCOC(=O)C1(C2CCCCC2)CCCCC1
  1.9, 7.5
C=CCn1c(SCC(=O)/C(C#N)=C(\C)N)nc2sc(C)c(C)c2c1=O
  -6.7, 4.6

Continued.
SMILES	FXIa inh	FXIIa single
Cc1ccc(-c2nc3sc4c(c3c(=O)n2N)CCCC4)cc1	3.1	4.8
COc1ccc(NC(=O)CCC(=O)Nc2nnc(C(F)(F)F)s2)c(OC)c1	22.2	-15.1
N#Cc1nc(Cc2cccc3ccccc23)oc1NCCN1CCOCC1	-9.7	6.7
Cc1cc(NC(=O)C2CCCC2)n(-c2nc3ccccc3[nH]2)n1	-3.8	2.6
N/C(Cc1cccs1)=N\OC(=O)COc1ccc(Br)cc1Cl	0.9	8.7
COc1ccc(Nc2nc3ccccc3n3nnnc23)cc1	-8.3	0.3
CC(C)c1ccc(OCC(O)Cn2cnc3ccccc32)cc1 (stereo not given)	-0.8	17.9
O=C(Cn1c(SCC(=O)N2CCc3ccccc32)nc2ccccc21)NC1CCCC1	-1.8	-0.3
COc1ccc(N2C(=O)C(Cl)=C(Nc3ccccc3O)C2=O)cc1	8.4	4.5
COCCn1c(C)cc(C(=O)COC(=O)c2c(C)nn(Cc3ccccc3)c2C)c1C	-3.4	-3.7
O=C(c1ccc(Cl)s1)N1CCCC1	1.1	10.9
Cc1cc(C)c(C#N)c(SCC(=O)Nc2nnc(-c3ccccc3)s2)n1	0.3	-15.0
c1ccc(CN(Cc2cccs2)C(c2cccs2)c2nnnn2C2CCCC2)cc1 (stereo not given)	-3.0	4.7
O=C(Nc1ccc(Cl)cc1)N1CCc2[nH]c3ccccc3c2C1	24.8	-14.7
CC(C)(C)OC(=O)N1CC(O)CC1C(=O)OCC(=O)c1ccccc1 (stereo not given)	-1.6	8.8
COc1ccc(CCNc2oc(COc3ccc(Br)cc3)nc2C#N)cc1OC	8.6	5.8
Cc1nc2c(C(=O)N3CCOCC3)cnn2c(C)c1Cc1cccc(Cl)c1	5.8	4.9
Cc1cccc(NC(=O)COc2ccccc2C)n1	-2.1	7.7
c1ccc(Nc2nc(N3CCCC3)nc(N3CCCC3)n2)cc1	25.9	-12.8
O=C(C1=C(O)/C(=C/c2ccc(O)cc2)CCC1)C(F)(F)F	6.2	2.9
C[N+](C)(C)CCN(Cc1ccc(Cl)cc1)c1ccccn1	29.4	-13.3
Cc1c(C(=O)N2CCN(c3ncccn3)CC2)sc2nc3n(c(=O)c12)CCCC3	7.2	6.0
Cc1cc(Cl)ccc1OCCCC(=O)N1CCN(C)CC1	-8.2	-2.4
Cc1ccc(S(=O)(=O)NCC(=O)N2CCN(c3ccccn3)CC2)cc1	-1.2	1.4
Cc1cccc(NC(=O)Nc2ccc(Oc3c(F)c(F)c(F)c(F)c3F)cc2)c1	-0.6	5.6
Cc1csc(NC(=O)C(NS(=O)(=O)c2ccc(Br)s2)c2ccccc2)n1 (stereo not given)	1.0	1.6
O=C(Cn1nc(Cl)nc1Cl)Nc1ccccc1	-2.7	2.1
C=CCC(C#Cc1ccc(C)cc1)N(CC)CC (stereo not given)	5.0	9.1
O=C(NCCc1ccccn1)C1CCCN(S(=O)(=O)Cc2ccccc2)C1 (stereo not given)	-11.8	-11.6
N/C(=N\OS(=O)(=O)c1ccc(Br)cc1)c1ccncc1	-0.4	4.1
CCCC(C)NC(=O)c1cc(Cl)ccc1OC (stereo not given)	0.6	3.7
O=c1c(Cl)c(NCCCO)cnn1-c1nc2ccccc2[nH]1	13.1	-13.4
COc1ccc(OC)c(NC(=O)CNC(=O)c2cccs2)c1	3.0	8.2
CCOC(=O)Cc1csc(NC(=O)CSc2nnc(-c3ccc(OC)cc3)n2C)n1	-6.9	-0.9
Cc1nn(C)c(C)c1/C=C/C(=O)c1cccs1	6.7	8.8
CCn1c2ccc(OC)cc2c2nc3ccccc3nc21	3.2	10.1
COC(=O)c1ccccc1NC(=O)Cn1nnc(-c2ccc(OC)cc2)n1	3.0	4.5
O=S(=O)(c1ccc(-c2nc3ccccc3s2)cc1)N1CCCC1	21.8	-8.3
Cc1cc(C)c2c(N)c(-c3nc4ccccc4[nH]3)sc2n1	2.8	7.1
CCOCCCNS(=O)(=O)c1ccccc1	8.6	5.5
COc1ccccc1N1CCN(/N=C/C=C\c2ccco2)CC1	6.9	4.8
CCOC(=O)Nc1ccc2c(c1)N(C(=O)CCN1CCN(C)CC1)c1ccccc1S2	4.1	-14.2
CCOC(=O)c1cnc(SCc2ccccc2)nc1N	-1.7	1.1
Cc1cc(C)cc(N2C(=O)CC(n3nc(C)cc3C)C2=O)c1 (stereo not given)	-6.9	3.0
O=C1c2ccccc2CCC12N=NCC2c1ccc(Br)cc1 (stereo not given)	-2.5	0.3
CS(=O)(=O)N1CCN(C(=O)c2ccc(Br)s2)CC1	8.2	2.0
COc1ccc(OC)c(NC(=O)c2cc3sccc3n2C)c1	-1.2	3.3
COc1ccc(NC(=O)CSC2=C(C#N)C(c3ccco3)C3=C(CCCC3=O)N2)c(OC)c1 (stereo not given)	-1.3	3.8
Cc1csc(N(C(=O)c2cccc(S(=O)(=O)N3CCCC3)c2)c2ccccc2)n1	-2.9	4.1
CCCCCCCCNC(C)C(O)c1ccc(SC(C)C)cc1 (stereo not given)	5.0	7.5

Compound activity from PubChem.
